# High-throughput results as filed in PubChem.
# bovine MsrA act: activates bovine MsrA enzyme; purified bovine MsrA, absorbance read-out; activation, % at 10.6 µM; 0.3% of 360,000 active; AID 602163; in the data active means activation above about 7.5%;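 further: 0% = vehicle and 100% = reference activator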
# MLLE-PAM2 inh: blocks PAM2 peptide binding to the PABP1 MLLE domain. AID 588489. 0.36% of 360,000 active. inhibition, % at 20 µM. P11940. GST-MLLE / FITC-PAM2 fluorescence polarization; in the data active means inhibition above about 35%, passing the limit was not always enough;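 further: plate controls were DMSO wells with GST-MLLE for no effect and wells lacking GST-MLLE protein for full effect; some results filed as inactive read as strong as hits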
# MT1-MMP act inh: inhibitors of human MT1-MMP activation | HT1080 RFP-PRO-GFP cells, GFP/RFP ratio fluorescence, overnight; percent of plate control window, DMSO zero | GFP/RFP ratio change, % at 20 µM | 0.061% of 360,000 active | AID 651647;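 active means GFP/RFP ratio change of at least 30% with cell ATP level not reduced by more than half and red fluorescence within 50% of control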; further: strong numbers were not always called active
#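 system = RFP-PRO-GFP reporter HT1080 cells | dosing = 20 µM single dose, 1% DMSO | timing = overnight cell settling, then overnight compound exposure, 37 °C, 5% CO2 | read-out basis = GFP/RFP fluorescence ratio | controls = DMSO and RFP-L50D-GFP cell wells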
# FAS-TE inh: FAS thioesterase (human) inhibition. recombinant FAS-TE, OMFH fluorogenic substrate, fluorescence endpoint. inhibition, % at 15 µM. P49327. AID 602261. 0.67% of 360,000 active;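 active means compounds whose normalised, plate-corrected inhibition of enzyme fluorescence in the single-dose primary screen is 50% or more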;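 further: 0% = DMSO with enzyme and 100% = substrate without enzyme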
# Rin1-Abl PPI inh: inhibitors of human Rin1-Abl protein interaction | P00519+Q13671 | TR-FRET Rin1/Abl binding, biochemical | inhibition, % at 7.35 µM | 0.4% of 360,000 active | AID 588664; in the data active means inhibition above about 5%, passing the limit was not always enough
# E coli Lon inh: inhibitors of E. coli Lon protease; purified E. coli Lon protease, fluorescence polarization; inhibition, % at 7.94 µM; 0.42% of 360,000 active; AID 602123; in the data active means inhibition above about 13%, passing the limit was not always enough;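 further: 0% = enzyme with probe and DMSO and 100% = no enzyme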
# Rpn11 block: inhibitors of human proteasome Rpn11; human 26S proteasome, Ub4-pepOG fluorescence polarization; 20S core pre-blocked with epoxomicin; AID 588493; 0.59% of 360,000 active; calls only at 20 µM;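 active means inhibition at 20 µM, scaled to each plate's controls, above about 33%, limit read from the data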
# Target sequence (O00487 whole entry, looked up): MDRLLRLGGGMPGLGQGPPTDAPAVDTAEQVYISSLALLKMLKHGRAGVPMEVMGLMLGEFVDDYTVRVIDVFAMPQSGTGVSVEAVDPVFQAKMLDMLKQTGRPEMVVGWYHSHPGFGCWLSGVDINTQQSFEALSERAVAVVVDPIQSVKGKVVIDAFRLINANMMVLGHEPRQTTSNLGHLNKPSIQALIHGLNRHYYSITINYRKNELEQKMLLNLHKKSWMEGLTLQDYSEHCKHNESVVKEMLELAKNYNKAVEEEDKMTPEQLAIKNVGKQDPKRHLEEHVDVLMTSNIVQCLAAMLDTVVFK
# MsrA inh: inhibitors of bovine MsrA; inhibition, % at 15.5 µM; purified bovine MsrA, absorbance read-out; 0.75% of 360,000 active; AID 651718; in the data active means inhibition above about 4.5%;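 further: 0% = vehicle wells with enzyme and 100% = reference inhibitor wells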
# CSN deneddyl inh: blocks human CSN-mediated cullin deneddylation. 0.38% of 360,000 active. inhibition, % at 12.5 µM. AID 651999. Q92905. Purified CSN, SCF-Nedd8-OG deneddylation, fluorescence polarization;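 active means pattern-corrected inhibition above about 35%, with an unprinted fluorescence ratio check between 0.5 and 1.5, limit read from the data, passing the limit was not always enough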;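 further: 0% = enzyme with substrate and 100% = substrate without enzyme; some results filed as inactive read as strong as hits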
# Target sequence (Q92905 whole entry, looked up, one chain of several): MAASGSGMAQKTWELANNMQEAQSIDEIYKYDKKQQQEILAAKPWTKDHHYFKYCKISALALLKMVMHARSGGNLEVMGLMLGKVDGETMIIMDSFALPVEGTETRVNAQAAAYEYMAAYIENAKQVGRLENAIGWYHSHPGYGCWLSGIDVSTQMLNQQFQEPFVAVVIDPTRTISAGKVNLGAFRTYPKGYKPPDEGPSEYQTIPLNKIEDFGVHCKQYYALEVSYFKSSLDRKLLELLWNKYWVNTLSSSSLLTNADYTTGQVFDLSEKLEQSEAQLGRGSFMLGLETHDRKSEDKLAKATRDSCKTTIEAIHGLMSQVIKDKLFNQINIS
#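 Schedule: reaction 90 min, room temperature / Assay system: HEK293T-derived human Csn5 enzyme / Input: Csn5 at 0.24 nM final / Measure: inhibition of Csn5 cleavage, % / Control set: substrate-only high control, full reaction low control / Technique: fluorescence polarization of the substrate / Buffer or medium: Tris/NaCl/DTT buffer, pH 7.5 / Reagent: SCFSkp2-Nedd8OG substrate at 10 nM final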
# Active calls of the source: *; i = inactive; · = no result given.
SMILES,bovine MsrA act,MLLE-PAM2 inh,MT1-MMP act inh,FAS-TE inh,Rin1-Abl PPI inh,E coli Lon inh,Rpn11 block,MsrA inh,CSN deneddyl inh
O=C(NCCCN1CCOCC1)C(=O)N/N=C/c1c(Cl)cccc1Cl,2,16,-1,-7,-1,-7,i,-0.1,3
CCC(NC(=O)c1ccccc1NC(=O)c1ccc(OC)cc1)C(=O)N1CCCC1 (stereo not given),-2,0,1,-7,5,-3,i,2.3,-2
CCOc1ccc(-n2c(Cc3cc(=O)[nH]c(=O)[nH]3)nnc2SCC(=O)OC)cc1,1,7,0,-2,-2,16*,i,0.5,-3
Cn1c(SCC(=O)NCCN2C(=O)CSC2=O)nnc1-c1ccccc1,-4,-1,0,-13,0,12,i,-1.1,1
CC1(Oc2cccc(F)c2)CCN(Cc2ccc3ccccc3c2)C1 (stereo not given),-4,-5,-2,19,6,-3,i,-0.8,3
Cc1cc(NC(=O)C(C)C)ncc1NC(=O)Cc1ccccc1,9.6*,-4,9,-5,-1,-2,i,-0.2,3
Cc1cc(C)n(C(=O)C(C)n2nc([N+](=O)[O-])c(Br)c2C)n1 (stereo not given),-1,-4,-6,-4,-4,-9,i,0.7,3
CCN1CCN(C(=O)c2ccc(Cl)c(S(=O)(=O)N3CCOCC3)c2)CC1,-1,-94,2,-2,-3,-3,i,-0.9,1
CCCN=C1N(CC)C[C@@H]2[C@@H]3C(=O)N(C)C(=O)[C@@H]3[C@](Cc3ccccc3)(C(=O)OC)N12,-6,-3,-4,-4,-1,-5,i,-0.6,-5
C[C@@H]1CC2=C(C(=O)OC(C)(C)O2)[C@H](c2ccc(F)cc2)O1,-2,·,-1,-9,·,-7,·,0.3,-9
Cc1ccc(C(=O)CSC2=C(C#N)C(c3ccco3)C3=C(CCCC3=O)N2)cc1 (stereo not given),-2,5,-15,17,-10,-11,i,1.7,2
Cc1ncc(C(=O)Nc2ccccc2)[nH]1,0,-1,2,-7,3,-3,i,-0.1,0
CC(=O)Nc1cc(NC(C)=O)cc(C(=O)NC(C)(C)C)c1,-4,10,8,-5,-4,10,i,0.1,2
CC(=O)c1ccc(-n2c(CCC(=O)O)ccc2-c2ccccc2)cc1,-1,5,4,-4,1,-3,i,-0.6,1
CC(=O)c1cccc(NC(=S)N2CCN(c3ccccn3)CC2)c1,-4,-107,7,6,0,-8,i,-0.6,2
COc1ccccc1N1CCN(C(=O)Cc2cccs2)CC1,-2,-6,-1,-8,-2,1,i,-2.6,2
COc1cc(/C=N/NC(=O)c2ccc(O)cc2)ccc1OCC(=O)N1CC(C)OC(C)C1 (stereo not given),-3,6,-2,-6,-1,6,i,3.0,-6
CCOC(=O)CSc1nnc(CCc2nc3ccccc3[nH]2)n1C,-6,-4,-3,-5,2,3,i,-0.2,-2
Cn1c(Oc2ccccc2NCc2cccc(Br)c2)cc(=O)n(C)c1=O,-3,0,0,10,-1,-5,i,1.5,-4
C=CCN(c1ccccc1)S(=O)(=O)c1cccc(C(=O)NCc2ccncc2)c1,-1,7,0,-4,-1,-5,i,-0.6,0
COc1ccc(OC)c(CCNC(=O)CCn2ccc3cc(S(=O)(=O)N4CCCC4)ccc32)c1,-4,-16,0,-1,7,1,i,-1.0,-2
CCn1c(SCC(=O)c2ccc(NS(=O)(=O)c3ccccc3)cc2)nnc1-c1cccs1,-4,-11,3,0,-5,11,i,2.4,2
O=C(Nc1ccccc1)C(O)C(O)C(=O)Nc1ccccc1 (stereo not given),-14,3,10,-6,4,-4,i,-0.1,1
COc1ccc2[nH]c(=O)c(CN(CC3CCCO3)C(=O)Nc3ccccc3OC)cc2c1 (stereo not given),-3,14,-10,-3,-2,-10,i,0.7,-1
Cc1cccc(NC(=S)N(CCN2CCOCC2)Cc2cc3cc4c(cc3[nH]c2=O)OCO4)c1,-4,-35,0,-3,-2,3,i,2.7,6

# Following part.
SMILES,bovine MsrA act,MLLE-PAM2 inh,MT1-MMP act inh,FAS-TE inh,Rin1-Abl PPI inh,E coli Lon inh,Rpn11 block,MsrA inh,CSN deneddyl inh
COCCC(=O)N1CCC(Oc2ccc(C(=O)N3C[C@@H](C)O[C@@H](C)C3)cc2)CC1,-3,-13,1,-5,-4,11,i,0.1,3
CC(C)c1cc(C(=O)N2CCCC(C(=O)c3ccc4ccccc4c3)C2)on1 (stereo not given),-3,9,0,30,-3,1,i,0.6,1
Cc1cc(N2CCOCC2)n2ncc(-c3ccc(Cl)cc3)c2n1,-1,-5,-2,4,-2,-6,i,0.0,6
COc1cc(C)c(NC(=O)Cc2ccsc2)cc1OC,-4,4,0,-7,3,-9,i,1.2,1
CCOC(=O)CNc1ccc(OC(F)(F)F)cc1,-1,-2,1,-2,1,0,i,-0.1,-2
C[C@@H]1CCCCO[C@H](CN(C)C(=O)Nc2ccc(F)cc2)[C@@H](C)CN([C@H](C)CO)C(=O)c2cc(N(C)C)ccc2O1,-2,-10,0,-8,1,8,i,-0.6,1
CC(=O)c1c(COC(=O)c2ccc(C)cc2)nc2ccccc2[n+]1[O-],-8,-10,1,16,-1,2,i,0.1,-6
CCC(C)(C)NC(=O)C(c1ccccc1F)N(Cc1ccco1)C(=O)c1csnn1 (stereo not given),-10,-3,-3,-3,-5,-7,i,-0.2,1
N#CCCn1cnc2ccccc21,0,6,2,-6,-1,8,i,0.5,1
Cc1cccn2c(=O)c(/C=C(\C#N)S(=O)(=O)c3ccc(Cl)cc3)c(N3CCC(C(N)=O)CC3)nc12,-3,-2,-4,-6,-4,-4,i,0.2,0
CCN(C(=O)c1ccc(=O)[nH]c1)c1c(N)n(Cc2ccccc2)c(=O)[nH]c1=O,-8,-19,6,-7,-3,6,i,0.6,-4
COc1ccccc1C=NN=Cc1ccccc1O,-1,-5,7,20,4,-10,i,0.6,0
Cc1ccc(NC(=O)CN2CCCCCC2)c(Br)c1,-2,7,3,0,10*,-1,i,0.2,3
CC1CCN(C(=O)c2cc(Cl)nc3ccccc23)CC1,-3,12,0,-5,-4,-4,i,-0.4,0
COc1ccccc1C1(O)C(=O)Nc2ccc(C)cc21 (stereo not given),-3,-6,-3,-10,2,-3,i,0.2,1
Cc1c(C)c(C)c(S(=O)(=O)NCCc2ccncc2)c(C)c1C,-2,14,-2,-8,-1,-9,i,0.5,0
O=C(NCc1ccc2c(c1)OCO2)c1ccc(CS(=O)(=O)Cc2cccc(Cl)c2)o1,-5,-3,2,0,-3,-3,i,-0.4,-4
O=C(Nc1ccc(C(=O)OC2CCCCC2)cc1)c1ccncc1,2,16,-4,0,-2,-10,i,-0.5,6
COc1cc(NC(=O)C/C(C)=N/NC(=O)Cc2ccccc2)c(OC)cc1Cl,-8,-9,5,-8,4,4,i,0.2,-12
Cc1ccc(OCC2Cn3c(nc4c3c(=O)[nH]c(=O)n4C)O2)cc1 (stereo not given),-3,-2,-4,-7,-1,0,i,0.7,7
Oc1c(Cl)cc(CN2CCCCC2)c2cccnc12,-2,5,-10,0,12*,-7,i,·,1
CCCOc1ccc(N2C(=O)CC(N(Cc3ccco3)C(=O)CCC(=O)O)C2=O)cc1 (stereo not given),-3,7,0,-5,0,-9,i,0.2,-1
CCOC(=O)Cc1cc(=O)n2[nH]c(-c3ccccc3)cc2n1,-2,16,1,-7,-2,-2,i,·,2
COc1ccccc1NC(=O)CN1CCN(c2ccc(Cl)cc2)CC1,-3,2,1,20,-3,12,i,0.3,4
COc1cc(CN(C)CC2CCCN(CCc3ccccc3F)C2)cc(Cl)c1OC (stereo not given),-5,-8,4,19,0,-5,i,0.2,-3

# An excerpt from above in order of count of non-hydrogen atoms, lowest first.
SMILES,bovine MsrA act,MLLE-PAM2 inh,MT1-MMP act inh,FAS-TE inh,Rin1-Abl PPI inh,E coli Lon inh,Rpn11 block,MsrA inh,CSN deneddyl inh
O=C(Nc1ccc(C(=O)OC2CCCCC2)cc1)c1ccncc1,2,16,-4,0,-2,-10,i,-0.5,6
COCCC(=O)N1CCC(Oc2ccc(C(=O)N3C[C@@H](C)O[C@@H](C)C3)cc2)CC1,-3,-13,1,-5,-4,11,i,0.1,3
COc1cc(CN(C)CC2CCCN(CCc3ccccc3F)C2)cc(Cl)c1OC (stereo not given),-5,-8,4,19,0,-5,i,0.2,-3

# (list continues)
SMILES,bovine MsrA act,MLLE-PAM2 inh,MT1-MMP act inh,FAS-TE inh,Rin1-Abl PPI inh,E coli Lon inh,Rpn11 block,MsrA inh,CSN deneddyl inh
Cc1ccc(S(=O)(=O)c2nc(-c3ccccc3Br)oc2N(C)C)cc1,-2,17,-5,13,-1,17,i,0.5,2
Cc1ccc(OCCNC(=O)c2cc(-n3cnnc3)ccc2Cl)cc1C,-1,-50,9,1,7,5,i,-0.7,-2
Cc1ccnc(NC(=O)c2ccc(Cl)s2)c1,0,-6,-3,0,2,1,i,·,4
Cc1oc2c(c1C(=O)c1ccc(Cl)cc1)C(=O)C(=O)c1ccccc1-2,5,5,-17,3,-6,0,i,-1.8,17
COc1ccc(C(=O)N2CCC(=O)N(C(CO)Cc3ccccc3)CC2)cc1 (stereo not given),4,-8,-3,-10,-2,6,i,-0.2,-1
O=C(CSC1=Nc2ccccc2C2CC=NN12)Nc1ccc2c(c1)OCO2 (stereo not given),-4,35,1,12,2,6,i,0.4,13
COc1ccc(-c2csc(N(CC3CCCO3)C(=O)c3ccco3)n2)cc1 (stereo not given),-4,2,2,17,-6,-2,i,0.1,1
Cc1ccc(S(=O)(=O)CCC(=O)Nc2sccc2C#N)cc1,-2,-3,-2,-2,-1,-5,i,-0.9,-2
COc1cc(OC)c(S(=O)(=O)Nc2ccc(C(=O)N3CCCC3)cc2)cc1NC(C)=O,-2,20,-5,-1,4,2,i,-1.8,8
O=C(O)c1ccccc1Cc1ccc(F)c2ccccc12,2,1,-1,-4,0,-6,i,0.3,-4

# Molecules above that have an NH in an aromatic ring:
SMILES,bovine MsrA act,MLLE-PAM2 inh,MT1-MMP act inh,FAS-TE inh,Rin1-Abl PPI inh,E coli Lon inh,Rpn11 block,MsrA inh,CSN deneddyl inh
CCOc1ccc(-n2c(Cc3cc(=O)[nH]c(=O)[nH]3)nnc2SCC(=O)OC)cc1,1,7,0,-2,-2,16*,i,0.5,-3
Cc1ncc(C(=O)Nc2ccccc2)[nH]1,0,-1,2,-7,3,-3,i,-0.1,0
CCOC(=O)CSc1nnc(CCc2nc3ccccc3[nH]2)n1C,-6,-4,-3,-5,2,3,i,-0.2,-2
COc1ccc2[nH]c(=O)c(CN(CC3CCCO3)C(=O)Nc3ccccc3OC)cc2c1 (stereo not given),-3,14,-10,-3,-2,-10,i,0.7,-1
Cc1cccc(NC(=S)N(CCN2CCOCC2)Cc2cc3cc4c(cc3[nH]c2=O)OCO4)c1,-4,-35,0,-3,-2,3,i,2.7,6
CCN(C(=O)c1ccc(=O)[nH]c1)c1c(N)n(Cc2ccccc2)c(=O)[nH]c1=O,-8,-19,6,-7,-3,6,i,0.6,-4
Cc1ccc(OCC2Cn3c(nc4c3c(=O)[nH]c(=O)n4C)O2)cc1 (stereo not given),-3,-2,-4,-7,-1,0,i,0.7,7
CCOC(=O)Cc1cc(=O)n2[nH]c(-c3ccccc3)cc2n1,-2,16,1,-7,-2,-2,i,·,2
